NPSR antag – qHTS Assay for Antagonists of the Neuropeptide S Receptor: cAMP Signal Transduction | Q6W5P4 | CHO-NPSR cells, cAMP TR-FRET, antagonist mode | Potency, µM (doses to about 38.3 µM), without a hit: top-dose activity change, negative = inhibition, hits mostly inhibitors | 220,000 compounds, 1% hits | AID 1461, 2008; note: potency is the fitted concentration of half-maximal effect; % is set by controls: 0 for no effect and ±100 for the full control effect; nearly all actives have a fitted effect of over 50% in size; many of its hits are not listed in these tables
Target sequence (Q6W5P4 whole entry, looked up): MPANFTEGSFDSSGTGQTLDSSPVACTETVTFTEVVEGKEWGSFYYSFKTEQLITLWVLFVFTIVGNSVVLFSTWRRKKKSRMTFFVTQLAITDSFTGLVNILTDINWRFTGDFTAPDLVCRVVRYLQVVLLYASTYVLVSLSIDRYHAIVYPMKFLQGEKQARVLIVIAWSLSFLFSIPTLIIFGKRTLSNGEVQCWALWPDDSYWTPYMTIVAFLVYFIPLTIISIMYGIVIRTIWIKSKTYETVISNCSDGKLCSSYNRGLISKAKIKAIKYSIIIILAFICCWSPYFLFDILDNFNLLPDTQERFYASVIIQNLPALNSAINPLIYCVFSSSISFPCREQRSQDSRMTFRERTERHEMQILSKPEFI
Tau fluor cs – Counterscreen qHTS for Inhibitors of Tau Fibril Formation, Fluorescence Polarization; tau K18 P301L (four-repeat tau fragment) Alexa594 fluorescence, heparin fibrillization; Potency, µM (doses to about 57.7 µM), without a hit: at the top dose activity change, negative = decrease; 280,000 compounds, 0.93% hits; note: potency is the fitted concentration of half-maximal effect; % is set by controls: 0 for no effect and ±100 for the full control effect; nearly all actives have a fitted effect of over 55% in size
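Human K18 P301L tau (15 uM unlabeled plus 0.24 uM Alexa 594-labeled, final) in 100 mM sodium acetate pH 7 was mixed with compound and 20 uM heparin and incubated 6 hr at 37 C.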
Tau FP inhib – qHTS for Inhibitors of Tau Fibril Formation, Fluorescence Polarization | Potency, µM (highest dose often 57.7 µM), for the others: at the top dose activity, negative = inhibition, usual class: inhibitors | K18 P301L tau heparin fibrillization, Alexa594 FP, 6 h | AID 1468, 2008 | 280,000 compounds, 0.39% hits | Microtubule-associated protein tau (Homo sapiens), P10636; note: potency is the fitted concentration of half-maximal effect; % is set by controls: 0 for no effect and ±100 for the full control effect; nearly all actives have a fitted effect of over 55% in size
Target sequence (P10636 561-689 P618L limits assumed): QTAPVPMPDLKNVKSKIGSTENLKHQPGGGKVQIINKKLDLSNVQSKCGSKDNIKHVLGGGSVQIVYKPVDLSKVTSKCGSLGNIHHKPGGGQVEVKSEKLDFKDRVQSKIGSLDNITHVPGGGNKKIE
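Human tau K18 […] P301L fragment, 15 uM unlabeled plus 0.24 uM Alexa 594-labeled tau (final), with compound and 20 uM heparin in 100 mM sodium acetate pH 7; 6 hr at 37 C, then Alexa 594 FP read.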
GLA spleen mod – qHTS Assay for Inhibitors and Activators of Human alpha-Galactosidase From Spleen Homogenate | AID 2107, 2009 | 240,000 compounds, 0.008% hits | Potency, µM (doses to about 80 µM), without a hit: at the highest dose activity change, negative = inhibition, hits mostly inhibitors | human spleen homogenate, 4MU-alpha-Gal fluorescence, 40 min | Alpha-galactosidase A (Homo sapiens), P06280;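 note: potency is the fitted concentration of half-maximal effect; 0% = enzyme with vehicle and -100% = no enzyme basal signal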
Target sequence (P06280 32-429 limits assumed): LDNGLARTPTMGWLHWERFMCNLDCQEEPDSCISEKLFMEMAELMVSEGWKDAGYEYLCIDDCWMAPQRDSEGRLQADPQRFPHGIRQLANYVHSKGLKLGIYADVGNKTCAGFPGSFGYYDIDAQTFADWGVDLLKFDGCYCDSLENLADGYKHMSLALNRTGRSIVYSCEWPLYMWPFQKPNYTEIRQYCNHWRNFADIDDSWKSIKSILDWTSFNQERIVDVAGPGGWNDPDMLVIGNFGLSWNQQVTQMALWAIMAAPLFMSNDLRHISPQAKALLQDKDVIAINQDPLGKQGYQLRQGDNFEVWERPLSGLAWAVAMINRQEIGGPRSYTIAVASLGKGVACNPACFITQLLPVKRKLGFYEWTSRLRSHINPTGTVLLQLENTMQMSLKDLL
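Spleen homogenate 1 ug + cpd (titration) + 4-MU-alpha-D-galactopyranoside 1 mM; 37C 40 min; 50 mM citrate/phosphate pH 5.0, 0.01% Tween-20; stop pH 10; fluorescence 365/440; AC50 via Hill.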
TexasRed fluor – Total Fluorescence Counterscreen for Inhibitors of the Interaction of Thyroid Hormone Receptor and Steroid Receptor Coregulator 2; TRb/SRC2 Texas Red total fluorescence interference; Potency, µM (top dose mostly 106 µM), for the others: at the top dose fluorescence change, negative = quenching; 280,000 compounds, 0.29% hits; AID 1479, 2009; active = well fitted curve in either direction with a large enough effect; inconclusive = small, poorly fitted or top-dose-only effect; note: potency is the fitted concentration of half-maximal effect; % is set by controls: 0 for no effect and ±100 for the full control effect
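Flags fluorescent or light-absorbing compounds by total fluorescence, S + 2P, at 555 nm excitation and 632 nm emission. Mixture: 20 nM Texas Red SRC2 peptide, 0.6 uM human TRb LBD, 1 uM T3, 5% DMSO; compound exposure 5 h at ambient temperature.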
Epigenetic derep – Quantitative High-Throughput Screen for Regulators of Epigenetic Control. 280,000 compounds, 0.2% hits. Potency, µM (highest dose often 53.9 µM), for inactives: top-dose GFP activation, usual class: activators. murine LDR cells, GFP reporter derepression, 30 h. AID 1865, 2009; note: potency is the fitted concentration of half-maximal effect; % of control where 0% means no effect; nearly all actives have a fitted effect of over 60% in size
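GFP-positive cell count by laser-scanning cytometry (objects 20–120 um) after 30 h, 37 C compound exposure of murine LDR cells; reporter is CMV-GFP integrated at a silenced locus, inducible by HDAC or DNMT inhibitors.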
CBFb-RUNX1 inh – qHTS Assay for Compounds Blocking the Interaction Between CBF-beta and RUNX1 for the Treatment of Acute Myeloid Leukemia. Runt-related transcription factor 1 (Homo sapiens) + Core-binding factor subunit beta …. AlphaScreen CBFb-His/RUNX1-biotin binding, biochemical. Potency, µM (highest dose often 59.8 µM), without a hit: at the highest dose activity, negative = inhibition, usual class: inhibitors. 230,000 tested, under 10 active; note: % of control where 0% means no effect
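Room-temperature protein-protein interaction test with 30 nM each of His-tagged CBF-beta and biotinylated RUNX1, 15 min with compound, then 90 min with nickel plus streptavidin beads. Signal read in AlphaScreen mode.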
TRb SRC2 PPI – qHTS for Inhibitors of the Interaction of Thyroid Hormone Receptor and Steroid Receptor Coregulator 2; 280,000 compounds, 0.065% hits; TRbeta-SRC2 peptide binding, fluorescence polarization; receptor liganded with 1 µM T3; Potency, µM (series often up to 106 µM), without a hit: at the top dose activity change, negative = inhibition, usual class: inhibitors;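 note: potency is the fitted concentration of half-maximal effect; plate controls were bound peptide for no effect and peptide without receptor for full effect; nearly all actives have a fitted effect of over 50% in size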
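Compounds were added to 0.6 uM TRb ligand-binding domain and 20 nM Texas Red-labeled SRC2 peptide in Tris buffer containing 1 uM T3, incubated 5 hr at ambient temperature, then read by fluorescence polarization.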
Numbers without * were called inactive; ? = inconclusive; . = no result given; [ ] = dose if it differs, or a comment. Unless noted, calls come from the whole dose curve; as a rule, active = well fitted curve in the direction sought with a large enough effect; inconclusive = small, poorly fitted or top-dose-only effect, or another doubt; inactive = no such curve, though single readings can be large; an effect the other way counts as inactive or inconclusive. This is a subset; rates above refer to the full screens.

SMILES	NPSR antag	Tau fluor cs	Tau FP inhib	GLA spleen mod	TexasRed fluor	Epigenetic derep	CBFb-RUNX1 inh	TRb SRC2 PPI
CCCC(=O)Nc1nc(-c2ccccc2)ns1	-3%	-11%	-1%	-5%	-1%	2.6%	-20%	14%
COc1cc(C(=O)N/N=C/C2CC=CCC2)cc(OC)c1OC (stereo unspecified)	-31%	-7%	-3%	-2%	-3%	-3.2%	-1%	-4%
Clc1ccc2nc(C3CCN(Cc4ccccc4)CC3)[nH]c2c1	-3%[46.1 µM]	-3%	-3%	3%	1%	1.0%	0%	4%
COc1ccc(CC(=O)Nc2cc(Cl)ccc2C(=O)O)cc1	17%	0%	-7%	-7%	-1%	2.1%	2%	8%
CCc1ccc(C2NC(C(=O)O)CS2)cc1 (stereo unspecified)	1%[46.1 µM]	3%	-5%	-11%	-6%	0.7%	-16%	4%
COC(=O)c1c(-c2ccc(Cl)cc2)noc1N1CCN(c2ccccc2F)CC1	.	-18%	-8%	.	-1%	-1.1%	.	-2%
Cc1ccc(Cl)cc1NC(=O)c1ccc2snnc2c1	.	-8%	-7%	.	-2%	-0.8%	.	-3%
Cc1cc(C)c(C(=O)Cn2nc(C)c([N+](=O)[O-])c2C)cc1C	-40%	-9%	0%	-14%	1%	11%	-1%	0%
COc1ccc(N2CCN(C(=O)C3CCN(S(=O)(=O)c4cccc5nonc45)CC3)CC2)cc1	.	1%	4%	.	?	1.3%	.	-11%
NC(=NCCc1c[nH]c2ccccc12)NS(=O)(=O)c1cc(F)ccc1F	9%	-8%	7%	-2%	0%	3.0%	4%	-14%
Cc1cccc2cc(CN(CC3CCCO3)C(=O)c3ccncc3)c(=O)[nH]c12 (stereo unspecified)	6%[46.1 µM]	0%	-2%	3%	1%	-0.8%	5%	0%
COc1ccccc1N1CCN(C(=O)CSc2ccccc2)CC1	-17%[46.1 µM]	-7%	8%	-2%	-2%	4.9%	?	-5%
Cc1ccc(CNC(=O)c2cc3sccc3n2Cc2ccc(Cl)cc2)cc1	.	-12%	-8%	.	-3%	-2.9%	.	4%
CCc1nnc(NC(=O)CSc2nc3cc(OC)c(OC)cc3cc2C)s1	-1%	-4%	5%	-1%	-4%	2.2%	4%	6%
O=C(NC(NCc1ccccc1)C(Cl)(Cl)Cl)c1cccnc1 (stereo unspecified)	-3%[46.1 µM]	-6%	1%	-11%	2%	0.0%	3%	9%
COCCNC(=S)N1CCC(c2nc(-c3ccc(F)cc3)no2)CC1	0%	10%[2.34 µM]	5%[2.34 µM]	1%	0%	-1.1%	7%	0%
CCN1CCN(c2nc(C)c3c(n2)CCCC3=O)CC1	-7%[46.1 µM]	1%	1%	1%	3%	0.0%	1%	3%
O=C(c1ccccc1Cl)N1CCC(c2nc3ccccc3s2)CC1	.	-8%	3%	.	4%	-2.4%	.	6%
C=CC(=O)NCc1ccc(-c2csnn2)cc1	-29%	-5%	-3%	4%	1%	1.3%	-1%	-3%
CN(C)c1cccc2c1c(NC(=O)Nc1ccc(Cl)cc1Cl)nn2C	19%	?	2%	-3%	-1%	2.2%	4%	-3%
O=C(c1ccccc1)N1CCCCC(S(=O)(=O)c2ccccc2)C1=O (stereo unspecified)	-8%[46.1 µM]	1%	0%	-1%	-2%	-4.5%	4%	3%
Cc1cccc(OCc2nc(CC(=O)Nc3ccc(C)c(C)c3)cs2)c1	.	-16%	-11%	.	1%	-1.6%	.	-6%
CC(=O)c1ccc(S(=O)(=O)N2CCN(C(=O)/C=C/c3ccc4ccccc4n3)CC2)cc1	45%	-18%	-4%	-5%	-2%	9.1%	-28%	8%
CCCCCCC1CC(C)(C(=O)CNc2nncs2)OC1=O (stereo unspecified)	5%	-7%	5%	2%	0%	0.0%	5%	-17%
CCOc1cccc(NC(=O)c2ccc(S(=O)(=O)N3CCCC3)cc2)c1	-13%	?	-9%	-2%	-2%	0.0%	5%	5%
CCc1nnc2c(NCc3ccccc3OC)nc3ccccc3n12	.	-8%	-1%	.	1%	3.6%	.	0%
Cn1ncc(Br)c1C(=O)OCC(=O)Nc1nc(-c2ccccc2)cs1	-24%[46.1 µM]	0%	2%	-2%	-11%	-3.6%	-14%	0%
CC(=O)N1C(=O)/C(=C2\SC(=S)N(NC(=O)c3ccc(O)cc3)C2=O)c2ccccc21	-14%	?	?	-3%	-2%	1.1%	1%	1%
COC(=O)C(C)Sc1nnc(Cc2cc(=O)[nH]c(=O)[nH]2)n1-c1cc(C)ccc1C (stereo unspecified)	-1%[46.1 µM]	4%	1%	7%	1%	0.8%	2%	3%
Fc1ccc(CNC(=S)Nc2ccc(Cl)cc2Cl)cc1	-24%	7%	9%	-1%	0%	2.0%	5%	11%

Complete entries as entered above.
COC(=O)C(C)Sc1nnc(Cc2cc(=O)[nH]c(=O)[nH]2)n1-c1cc(C)ccc1C (stereo unspecified) across the screens: NPSR antag = -1%[46.1 µM]; Tau fluor cs = 4%; Tau FP inhib = 1%; GLA spleen mod = 7%; TexasRed fluor = 1%; Epigenetic derep = 0.8%; CBFb-RUNX1 inh = 2%; TRb SRC2 PPI = 3%
CC(=O)c1ccc(S(=O)(=O)N2CCN(C(=O)/C=C/c3ccc4ccccc4n3)CC2)cc1 across the screens: NPSR antag = 45%; Tau fluor cs = -18%; Tau FP inhib = -4%; GLA spleen mod = -5%; TexasRed fluor = -2%; Epigenetic derep = 9.1%; CBFb-RUNX1 inh = -28%; TRb SRC2 PPI = 8%

Carrying on:
SMILES	NPSR antag	Tau fluor cs	Tau FP inhib	GLA spleen mod	TexasRed fluor	Epigenetic derep	CBFb-RUNX1 inh	TRb SRC2 PPI
COc1ccc([C@H]2C(C#N)=C([S-])N[C@](C)(O)[C@@H]2[n+]2ccccc2)cc1	-4%	-11%	-5%	-1%	-1%	0.0%	-23%	4%
Cc1ccccc1OCC(=O)Nc1ccccc1-c1ccccc1	-20%[46.1 µM]	-28%	-2%	7%	-6%	-1.9%	-18%	0%
CSc1nnc(C(C)(C)C)c(=O)n1/N=C/c1ccc(C(C)C)cc1	-17%	-10%	-2%	5%	-1%	-1.9%	1%	-14%
COc1ccc(NC(=O)CSc2nc(-c3ccco3)nc3cc(=O)[nH]n23)cc1	.	-15%	-14%	.	0%	-1.3%	.	-9%
CCn1c(NC(=O)c2cccc(Cn3cc(Cl)cn3)c2)nc2ccccc21	-12%[46.1 µM]	-10%	1%	-2%	-3%	-1.0%	1%	-4%
COC(=O)C1C(O)=C(C=NC2CCCCC2)C(=O)CC1(C)C (stereo unspecified)	-5%[46.1 µM]	-7%	-4%	-2%	-3%	-0.7%	9%	-7%
c1ccc2c(c1)[nH]c1c3ccccc3sc21	-27%	?	?	4%	-2%	0.5%	-2%	-2%
CC1=C(C(=O)Nc2ccccc2)C(c2ccncc2)C(C#N)=C(SCC(=O)Nc2ccccc2)N1 (stereo unspecified)	-11%[46.1 µM]	-21%	3%	-26%	0%	1.5%	-6%	5%
Cc1cc(C)c2nc(-c3ccccn3)cc(C(=O)NCc3ccco3)c2c1	-13%[46.1 µM]	-10%	?	1%	-3%	-2.4%	-3%	-5%
C#CC[N+](C)(C)CCCCCCCCC	17%	-2%	6%	-10%	5%	-1.5%	-1%	-5%
CCOC(=O)c1c(NC(=O)CSc2nnnn2-c2ccc(OC)cc2)sc(C)c1C	-23%[46.1 µM]	-27%	?	3%	-2%	0.1%	-2%	0%
COc1ccc(Cc2nnc(SCC(=O)c3ccccc3)o2)cc1	-3%[46.1 µM]	-7%	-2%	-2%	-4%	0.0%	6%	-2%
CCCCCOc1ccc(CSc2n[nH]c(C)n2)cc1	-2%	10%	6%[2.34 µM]	-7%	2%	-1.1%	-9%	3%
CCN(CC)CC(=O)NCC1(c2ccccc2)CCCC1	4%	6%	1%	-9%	-1%	2.2%	0%	-2%
CCCCC1CCC(C(=O)Nc2ccccc2)CC1 (stereo unspecified)	-2%[46.1 µM]	-2%	-2%	1%	-5%	0.0%	3%	-5%
COc1ccc(CC(=O)Nc2cccc(-c3ccc4nnc(C)n4n3)c2)cc1	9%	-16%	3%	-3%	-4%	-1.5%	2%	-8%
COc1ccc(N2CC(NC(=O)Cc3cccs3)CC2=O)cc1 (stereo unspecified)	.	5%	-3%	.	1%	9.7%	.	0%
COc1cc(NC(=O)CCCC(=O)OCC(F)(F)C(F)F)nc(OC)n1	-3%[46.1 µM]	-6%	-3%	0%	-1%	1.7%	-3%	-1%
O=C(O)C1CC(c2ccccc2F)=NO1 (stereo unspecified)	-2%[46.1 µM]	-4%	-5%	-3%	0%	0.0%	-7%	3%
CCOC(=O)C(CC)Sc1ccc2nnc(CCNS(=O)(=O)c3ccc(C)cc3)n2n1 (stereo unspecified)	.	-6%	1%	.	1%	4.7%	.	-1%
O=C(Oc1ccccc1C(=O)O)c1ccccc1O	.	-5%	-6%	3%	-1%	-1.3%	15%	1%
CC(=O)N1c2ccccc2C(=O)C1N1CCN(c2cccc(Cl)c2)CC1 (stereo unspecified)	.	-21%	13%	.	0%	-2.9%	.	4%
C[C@@H]1C[C@@H]2[C@H]3CCC4=CC(=O)C=C[C@]4(C)[C@]3(F)[C@@H](O)C[C@@]2(C)[C@@]1(O)C(=O)CO	.	-8%	0%	7%	-2%	-2.7%	7%[21.7 µM]	0%
O=C(O)c1ccccc1-c1ccccc1C(=O)NCc1cccnc1	-9%	-11%	0%	-7%	0%	-1.1%	-7%	3%
CC1(CCc2ccccc2)NC(=O)N(Cc2cc([N+](=O)[O-])cc3c2OCOC3)C1=O (stereo unspecified)	-4%	-18%	2%	-2%	-5%	-0.6%	0%	-4%
COc1ccc(S(=O)(=O)N2CCCCCC2)cc1NC(=O)Cc1cc(OC)c(OC)c(OC)c1	-7%	-9%	-1%	-1%	-1%[53 µM]	-0.3%	15%	-1%[53 µM]
